GalR3 antagonist: GalR3 antagonists in HEK293 cells, primary screen, cell-based, fluorescence readout | HEK293 GalR3-CNG cAMP membrane potential fluorescence; galR3 body fused to GalR1 C-terminus | inhibition, % at 3 µM | hit rate 0.44% among 360,000 | AID 651719, 2012;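 active means inhibition above the screen-wide average plus 3 SD, cut at about 13% in these data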;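 further: forskolin and galanin both at EC90 stimulate the cells; cAMP rise reported by CNG channel membrane potential dye signal; 0% = forskolin plus galanin with DMSO and 100% = forskolin alone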
Target sequence (O60755 1-299 limits assumed): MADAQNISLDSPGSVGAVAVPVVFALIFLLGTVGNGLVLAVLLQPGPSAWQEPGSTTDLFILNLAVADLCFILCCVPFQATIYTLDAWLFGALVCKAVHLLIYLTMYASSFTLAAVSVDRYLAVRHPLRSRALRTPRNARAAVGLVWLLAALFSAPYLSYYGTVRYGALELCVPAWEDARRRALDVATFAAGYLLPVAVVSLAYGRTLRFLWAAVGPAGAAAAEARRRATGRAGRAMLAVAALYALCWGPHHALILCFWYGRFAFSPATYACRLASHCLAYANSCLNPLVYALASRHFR
IMP-1 inhibitor: IMP-1 metallo-beta-lactamase inhibitors, primary screen, biochemical, epi-absorbance readout, Pseudomonas aeruginosa enzyme | AID 1556, 2009 | purified IMP-1, nitrocefin hydrolysis, epi-absorbance fluorescence | inhibition, % at 5.6 µM | hit rate 0.45% among 290,000;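 active means inhibition above the mean plus 3 SD of all compounds in the same screening run, cut at about 4.5% in these data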;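 further: 0% = IMP-1 with DMSO and 100% = DMSO wells lacking enzyme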
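Test system: recombinant IMP-1 enzyme, purified / Medium: HEPES buffer pH 7.1 with ZnSO4 and Brij 35 / Doses: single dose, 5.6 µM / Times: 25 °C, 15 min preincubation, 25 min reaction / Detection: Epi-absorbance via hydrolysed-nitrocefin quenching of white-plate fluorescence, 480/530 nm, EDTA stop / Evaluation: percent inhibition from optical density relative to buffer-blank wells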
VIM-2 inhibitor: VIM-2 metallo-beta-lactamase inhibitors, primary screen, biochemical, epi-absorbance readout, Pseudomonas aeruginosa enzyme; purified VIM-2, nitrocefin hydrolysis, epi-absorbance fluorescence; inhibition, % at 5.6 µM; hit rate 0.89% among 290,000; AID 1527, 2009;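 active means inhibition above the mean of all tested compounds plus 3 SD, cutoff set per screening run, cut at about 7.5% in these data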;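 further: red hydrolysis product quenches plate fluorescence so inhibitors raise well fluorescence; 0% = enzyme with DMSO and 100% = DMSO without enzyme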
HCV NS3 hel inh: inhibitors of HCV NS3 helicase, primary screen, biochemical, Cy5 molecular beacon fluorescence. NS3 helicase DNA unwinding. AID 1800, 2009. Hepatitis C virus NS3 helicase. inhibition, % at 10.9 µM. hit rate 0.56% among 290,000;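 active means inhibition above the mean of all tested compounds plus 3 SD, set per campaign, cut at about 35% in these data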;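 further: 0% = DMSO wells and 100% = thioflavine S control wells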
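Assay system – hepatitis C virus NS3 helicase domain fragment enzyme · Buffer or medium – MOPS pH 6.5, MgCl2, DTT, Tween20, BSA · Reagent – Cy5/quencher beacon DNA duplex and ATP to start · Compound – single 10.9 µM dose · Timing – 1 h at 25 °C · Technique – Cy5 beacon fluorescence read at start and 1 h · Measure – % inhibition of unwinding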
IDE inh: human IDE inhibitors in live cells, primary screen, fluorescence polarization, HEK cells, FAbetaB substrate | AID 434962, 2010 | hit rate 0.41% among 320,000 | inhibition, % at 5.59 µM | Insulin-degrading enzyme (Homo sapiens), P14735 | FAbetaB cleavage;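 active means percent inhibition above the average of all tested compounds plus 3 SD, set per screening campaign, cut at about 16% in these data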;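 further: IDE supplied by intact live HEK cells; FP after avidin binding of uncleaved biotin substrate so inhibition keeps polarization high; 0% = DMSO wells and 100% = 60 µM reference IDE inhibitor Ii1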
CRFBP-R2 block: antagonists of CRF-BP/CRF-R2 complex, primary screen, cell-based, HEK293, calcium dye fluorescence, uHTS; CRF-induced calcium fluorescence; hit rate 0.59% among 350,000; inhibition, % at 11.8 µM; AID 588475, 2011;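 active means inhibition of the ligand-induced calcium signal above about 50% at the single tested concentration, limit read from the data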
SUMO HTRF inh: inhibitors of in vitro SUMOylation cascade, primary screen, biochemical, HTRF, uHTS | SUMO-conjugating enzyme UBC9 (Homo sapiens), P63279 | HTRF SUMOylation assay, SAE1/SAE2 + UBC9 | inhibition, % at 35 µM | hit rate 0.36% among 290,000 | AID 2006, 2009; in the data active means inhibition above about 50%, passing the limit was not always enough; further: strong numbers were not always called active
Target sequence (P63279 whole entry, looked up): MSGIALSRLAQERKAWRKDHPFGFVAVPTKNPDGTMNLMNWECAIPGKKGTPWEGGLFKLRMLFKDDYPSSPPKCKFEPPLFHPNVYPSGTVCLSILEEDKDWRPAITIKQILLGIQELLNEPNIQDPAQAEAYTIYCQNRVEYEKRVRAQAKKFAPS
IDE act: human IDE activators in live cells, primary screen, fluorescence polarization, HEK cells, FAbeta-B substrate; Insulin-degrading enzyme (Homo sapiens), P14735; FAbeta-B cleavage; 0% vehicle, 100% cell-free pure enzyme wells; activation, % at 5.96 µM; hit rate 0.073% among 340,000; AID 493087, 2011;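 active means activation above the mean of all tested compounds plus 3 SD, set per screening campaign, cut at about 17% in these data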
pCIP destab: p/CIP-EGFP fusion destabilizers, primary screen, fluorescence, F442A cells; 16 h; decrease of EGFP signal, % at 10 µM; hit rate 0.01% among 290,000; AID 1984, 2009;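 active means EGFP signal decrease of at least 30% at 10 µM or well 3 SD below plate mean, unless failing retest; inactive means the rest, including hits failing retest or dose response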; further: some compounds called inactive have numbers as strong as hits; many of its hits are not listed in these tables
Active calls of the source: *; · = no result given.

Every second line gives: GalR3 antagonist	IMP-1 inhibitor	VIM-2 inhibitor	HCV NS3 hel inh	IDE inh	CRFBP-R2 block	SUMO HTRF inh	IDE act	pCIP destab
- NNC(=O)c1nc(Cl)c(Cl)c(N)c1Cl
    -1	-0.8	-3.5	4	0	2	15	-4	-4
- Cc1nc(CNS(=O)(=O)c2ccc3c(c2)CCCC3)cs1
    ·	-0.2	-1.8	-2	1	18	-2	2	5
- COC(=O)c1ccc(NC(=O)CCN2CCN(Cc3ccccc3)CC2)cc1
    -5	0.6	0.1	1	0	1	0	6	1
- CCOC(=O)c1sc(NC(=O)CSc2nc3c(c(=O)n2-c2ccc(C)cc2)SCC3)c(C(=O)OCC)c1C
    ·	1.3	-1.0	1	1	-32	17	7	-7
- COc1cccc(CNn2cnnc2)c1O
    5	-2.1	-3.0	0	3	-10	18	2	-9
- COc1ccc(C(=O)N(c2ccc(OC)cc2)S(=O)(=O)c2cccs2)cc1
    -4	-2.5	-1.1	-8	-1	-3	-11	3	5
- c1ccc(-c2noc(-c3cccnc3)n2)nc1
    10	-1.2	-1.1	1	9	-10	10	2	0
- Cc1ccccc1SCC(=O)OCC(=O)N1CC(=O)Nc2ccccc21
    3	·	·	·	3	2	·	1	·
- COC(=O)c1ccc(C(=O)Nc2ccc3nc(-c4cccnc4)[nH]c3c2)cc1
    -1	3.2	-0.2	-12	6	28	-11	-6	-2
- Cc1cccc(-c2nc(CSCC(=O)NCc3cccs3)c(C)o2)c1
    1	-1.3	0.7	-4	-2	-35	4	8	-12
- N#Cc1ccc(/C=C/C(=O)c2ccccc2)cc1
    1	-2.8	-2.2	2	5	26	12	-3	8
- O=c1cc(CN2CCN(S(=O)(=O)/C=C/c3ccccc3)CC2)c2ccc(O)cc2o1
    2	-3.6	-6.1	8	1	-3	24	4	-4
- Cc1csc(=O)n1CC(=O)OCC(=O)NCc1ccc(F)cc1
    0	·	·	·	2	-7	·	0	·
- CCO[C@@H]1OC(C(=O)N2CCOCC2)=C[C@H](c2ccc(Br)cc2)[C@H]1CCCO
    -4	-1.2	-1.6	7	6	5	0	2	-15
- CCCNc1c(NC(C)=O)c(=O)oc2ccccc12
    1	-3.5	-1.9	2	-4	3	8	7	-7
- CC(C)(C)OC(=O)N1CCC[C@H]1C(=O)NCC1CCC(C(=O)O)CC1 (stereo partly drawn)
    -2	-0.8	-2.7	2	5	-26	23	4	-7
- NS(=O)(=O)c1ccc(CCNCC(=O)NC2CC2)cc1
    7	-1.4	-2.2	-11	1	11	8	7	0
- COc1ccc(C)cc1C(=O)CCC(=O)NC1CCCCC1
    -4	0.9	0.3	8	-5	-12	8	4	1
- COCCN(C(=O)C(C)C)c1nnc(-c2ccc(C)cc2)s1
    -5	-2.2	-3.2	-1	-5	-8	27	1	-17
- O=S(=O)(c1cccs1)n1nnc2ccccc21
    3	-6.4	-1.8	5	3	35	-14	0	8
- CN(C)c1ccc(/C=C/C(=O)c2ccc3c(c2)OCCO3)cc1[N+](=O)[O-]
    -3	-3.1	0.9	1	3	8	11	0	-7
- CCOC(=O)c1c(C)c(C(=O)N2CCN(c3ccc(F)cc3)CC2)c(C)n1C
    -4	-0.5	0.7	-7	9	5	9	-13	-3
- CC(C)Cc1nc2sc3c(=O)[nH]cnc3c2c2c1CCC2
    -9	1.3	1.5	1	7	-17	4	1	-17
- COc1ccc(/C=C/C(=O)Nc2cc(C(F)(F)F)ccc2Cl)cc1OC
    -5	-4.2	-3.8	-11	9	-5	-9	-9	-8
- CSc1nc(N2CCOCC2)cc(N2CCOCC2)n1
    -5	-1.3	3.6	0	6	-18	6	4	0
- Cc1ccc(OCC(=O)NC(=S)Nc2ccccn2)c(Br)c1
    -3	-4.0	-4.6	5	0	4	3	1	-2
- O=C(NCc1ccc2c(c1)OCO2)Nc1ccc2ccccc2c1
    -1	-1.2	-1.9	-3	-1	14	9	·	2
- COc1ccc(CNC(=O)C2CC=CCC2C(=O)O)cc1OC (stereo not drawn)
    1	-2.4	-1.4	-5	-1	1	-4	5	-2
- COc1cc(/C=C2\SC(N)=NC2=O)cc(Br)c1O
    -7	-3.0	-0.8	-4	55*	-29	-4	-41	-76
- Cc1ccc(-c2csc(C(C#N)=C3CCCC3)n2)cc1
    -3	-0.7	-1.7	3	0	-12	-20	3	2
- COc1cc2c(c3oc(=O)cc(CC(=O)O)c13)CCC(C)(C)O2
    -4	-2.0	1.7	-16	6	37	18	3	-3
- CN(Cc1ccc(F)cc1)C(=O)c1ccc(NC(=O)CC2SC(N3CCCC3)=NC2=O)cc1 (stereo not drawn)
    -2	·	·	·	0	-4	·	7	·
- CC1=C(CC(=O)NCC(=O)NCC(=O)O)c2cc(F)ccc2/C1=C/c1ccc(S(C)=O)cc1 (stereo not drawn)
    1	-1.4	0.6	3	·	13	4	2	6
- CC(C(=O)Nc1cccc(C#N)c1)N(C)CCOc1ccccc1 (stereo not drawn)
    -7	-0.9	-1.1	4	1	4	-5	-1	2
- CCNC(=O)NC(=O)C(C)OC(=O)CCS(=O)(=O)c1ccc(C)cc1 (stereo not drawn)
    2	-2.1	-0.7	-1	0	-9	6	5	6
- c1ccc(-c2csc3ncn4cnnc4c23)cc1
    -5	-1.6	-1.6	-4	-1	-11	23	2	-12
- CC(=O)N1c2ccc(S(=O)(=O)NCCc3ccccc3)cc2CC1C (stereo not drawn)
    -7	-2.9	-1.1	-2	8	-3	8	1	-8
- NC(=O)C1CCN(c2oc(-c3ccccc3)nc2S(=O)(=O)c2ccc(Br)cc2)CC1
    -2	-0.9	0.8	-6	-4	-3	20	9	-17
- CCOC(=O)C1C(=O)NC(c2ccccc2)=NC1c1ccc(C(C)C)cc1 (stereo not drawn)
    -1	-0.1	-0.8	-1	-4	10	8	-7	-3
- Cc1ccc2nc(C(=O)N3CCc4c([nH]c5ccccc45)C3c3ccccn3)cn2c1 (stereo not drawn)
    -2	-4.5	-3.2	-16	-2	0	-1	-1	-17
- Cc1cccc(C(=O)N/C(=C\c2ccco2)C(=O)N2CCCC2)c1
    -8	-0.7	0.7	2	1	9	8	5	-22
- CC(=O)Nc1cccc(-c2nnc3c4ccccc4c(C)nn23)c1
    ·	-3.5	-1.0	9	2	·	13	·	-1
- CCOC(=O)N1CCC(NC(=O)c2cccnc2SC)CC1
    1	-1.3	-2.4	9	-1	15	-13	-5	-2
- N#CCCn1cc(C(=O)Nc2ccc([N+](=O)[O-])cc2)c(-c2cccs2)n1
    -2	0.0	-2.5	-3	4	-21	2	-2	2
- COc1ccc(COC(=O)NNC(=O)c2ccccc2Cl)cc1
    -4	-1.4	-4.4	2	-6	1	19	1	-4
- Cc1ccc(NC(=O)CSc2nnc(N)s2)c([N+](=O)[O-])c1
    -2	-3.4	-5.3	6	2	-3	-3	0	6
- CCOC(=O)CNC(=O)CSc1nnnn1-c1cc(C)ccc1C
    -3	1.1	-1.2	-3	3	3	21	4	-7
- Cc1nnc(SCC(=O)Nc2nccs2)o1
    -1	0.5	-4.7	7	-2	4	22	3	-15
- O=c1c2ccccc2cnn1Cc1n[nH]c(=S)n1-c1ccccc1F
    -4	-3.8	1.3	-2	2	8	6	1	-3
- CSc1ccc(S(=O)(=O)NCCCn2ccnc2)cc1
    -7	-2.5	-2.7	-2	3	6	5	2	3
- COC(=O)c1cc(Oc2ccc(C(=O)OC)cc2N)cc(C(=O)OC)c1
    -10	-2.9	-1.5	-3	-1	6	-18	6	1
- COc1cccc(CN2CCN(C(=S)NCc3ccc(Cl)cc3)CC2)c1
    -4	-3.2	-1.3	-18	-7	-18	2	8	-20
- CC1CCCCC1NC(=O)COC(=O)CCC(=O)c1cccs1 (stereo not drawn)
    1	·	·	·	-6	5	·	-1	·
- COc1ccc(CN(C)C(=O)c2ccc(NS(=O)(=O)c3ccc(F)cc3)cc2)c(OC)c1
    5	1.1	-0.3	11	-1	3	-1	1	14
- CCCCNc1cc(NC(C)=O)cc2cc(OC)c(OC)cc12
    -7	0.0	-1.0	2	3	7	14	0	-6
- CCOC(=O)C(=CNc1ccc2c(c1)c1ccccc1n2CC)C(=O)OCC
    -6	-1.1	-0.4	0	0	3	5	5	2
- CCN(CC)S(=O)(=O)c1ccc(NCc2ccccn2)nc1
    6	-1.6	-2.5	1	1	6	-4	5	0
- O=C1NC(=O)C(=C2CCCCCC2)S1
    0	-1.0	-1.1	0	3	4	1	7	-16
- Cc1cc(C(=O)COC(=O)c2ccc(CO)cc2)c(C)n1CC1COc2ccccc2O1 (stereo not drawn)
    -7	-3.3	-2.7	-6	-4	-8	5	2	-15
- CCc1cc(CNC(=O)CC2C(=O)NCCN2CC2CCCCC2)on1 (stereo not drawn)
    -2	-3.3	-0.6	-3	4	-8	1	3	5

Entries of single compounds as entered above. Screens in order: GalR3 antagonist | IMP-1 inhibitor | VIM-2 inhibitor | HCV NS3 hel inh | IDE inh | CRFBP-R2 block | SUMO HTRF inh | IDE act | pCIP destab
COc1ccc(COC(=O)NNC(=O)c2ccccc2Cl)cc1 is entered as -4 | -1.4 | -4.4 | 2 | -6 | 1 | 19 | 1 | -4
NC(=O)C1CCN(c2oc(-c3ccccc3)nc2S(=O)(=O)c2ccc(Br)cc2)CC1 is entered as -2 | -0.9 | 0.8 | -6 | -4 | -3 | 20 | 9 | -17

Next section:
Every second line gives: GalR3 antagonist	IMP-1 inhibitor	VIM-2 inhibitor	HCV NS3 hel inh	IDE inh	CRFBP-R2 block	SUMO HTRF inh	IDE act	pCIP destab
- O=C(CSc1ncccc1C(=O)O)NC1CCCCCCC1
    -8	-3.9	-3.0	4	-1	4	-5	-3	3
- COc1cccc(N2C(=O)C3CCCN3C2c2ccc(F)cc2)c1 (stereo not drawn)
    -3	-3.5	-0.6	-2	3	-3	3	9	-7
- CCn1c(CC(=O)Nc2ccccc2)nnc1SCC(=O)Nc1nnc(C)s1
    -8	-4.8	-1.5	10	7	-5	5	2	-2
- COc1cccc(-n2nnnc2SCC(=O)NCc2ccco2)c1
    -1	-2.5	-3.1	5	9	-9	-5	2	-10
- CCOC(=O)C1CCCN(c2ncnc3c2cnn3-c2ccc(Cl)cc2)C1 (stereo not drawn)
    -4	-0.2	-1.2	-4	1	-7	1	1	6
- CCN(CC(=O)Nc1cc(Cl)ccc1C)C(=O)COc1ccccc1F
    -6	-1.9	-2.6	-6	8	-10	19	6	-16
- CCOC(=O)c1c(N2C(=O)CC(Sc3ccccc3C(=O)O)C2=O)sc(C)c1C (stereo not drawn)
    -2	-2.1	-0.3	14	0	1	-8	4	6
